MLLE-PAM2 inh – blocks PAM2 peptide binding to the PABP1 MLLE domain. P11940. GST-MLLE / FITC-PAM2 fluorescence polarization. inhibition, % at 20 µM. actives 0.36% (n = 360,000); in the data active means inhibition above about 35%, passing the limit was not always enough;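 further: plate controls were DMSO wells with GST-MLLE for no effect and wells lacking GST-MLLE protein for full effect; some results filed as inactive read as strong as hits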
NRP1-CendR mod – alters CendR peptide binding to human NRP-1; FAM-RPARPAR peptide binding to NRP-1, fluorescence polarization; O14786; AID 602438; inhibition, % at 25 µM; actives 0.85% (n = 360,000);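 active means inhibition or corrected inhibition above about 18%, plus a signal ratio from 0.5 to 1.5, limit read from the data, passing the limit was not always enough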; further: strong numbers were not always called active
MsrA act – activates bovine MsrA enzyme | purified bovine MsrA, absorbance read-out | activation, % at 10.6 µM | actives 0.3% (n = 360,000) | AID 602163; in the data active means activation above about 7.5%;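 further: 0% = vehicle and 100% = reference activator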
E coli Lon inh – inhibits E. coli Lon protease. purified E. coli Lon protease, fluorescence polarization. inhibition, % at 7.94 µM. actives 0.42% (n = 360,000); in the data active means inhibition above about 13%, passing the limit was not always enough;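 further: 0% = enzyme with probe and DMSO and 100% = no enzyme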
Target sequence (P0A9M0 whole entry, looked up): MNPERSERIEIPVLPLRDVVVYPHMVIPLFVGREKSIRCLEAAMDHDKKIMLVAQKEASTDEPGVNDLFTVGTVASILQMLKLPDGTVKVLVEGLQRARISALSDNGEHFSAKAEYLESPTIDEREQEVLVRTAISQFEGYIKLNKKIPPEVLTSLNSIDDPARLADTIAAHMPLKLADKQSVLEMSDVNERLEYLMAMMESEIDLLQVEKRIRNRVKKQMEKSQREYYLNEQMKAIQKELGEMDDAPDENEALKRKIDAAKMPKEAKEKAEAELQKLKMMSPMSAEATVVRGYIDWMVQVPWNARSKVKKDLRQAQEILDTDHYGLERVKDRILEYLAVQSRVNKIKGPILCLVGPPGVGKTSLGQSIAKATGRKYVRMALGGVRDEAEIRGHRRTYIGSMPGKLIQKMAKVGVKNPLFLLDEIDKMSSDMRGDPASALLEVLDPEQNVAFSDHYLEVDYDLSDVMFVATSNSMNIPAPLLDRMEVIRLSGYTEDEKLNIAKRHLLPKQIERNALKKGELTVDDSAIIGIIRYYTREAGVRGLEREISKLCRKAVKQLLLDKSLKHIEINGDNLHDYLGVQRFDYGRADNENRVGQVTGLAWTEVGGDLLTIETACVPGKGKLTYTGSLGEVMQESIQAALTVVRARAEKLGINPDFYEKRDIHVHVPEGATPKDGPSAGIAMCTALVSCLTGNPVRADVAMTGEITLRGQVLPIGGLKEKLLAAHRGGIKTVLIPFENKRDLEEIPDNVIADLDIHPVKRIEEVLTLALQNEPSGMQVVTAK
Neddyl block – inhibitors of human cullin neddylation; TR-FRET cullin neddylation, biochemical; calls only at 25 µM; actives 0.58% (n = 360,000); AID 651699; in the data active means inhibition above about 36%
SKN-1 block – inhibitors of C. elegans SKN-1; C. elegans VP596 Pgst-4::GFP/RFP ratio, acrylamide-induced, 24 h; inhibition, % at 21.8 µM; actives 0.49% (n = 360,000);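 active means interference check ratio from 0.5 to 1.5 plus GFP to RFP signal ratio inhibition reaching or exceeding a fixed threshold, cut at about 30% in these data, passing the limit was not always enough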; further: some compounds called inactive have numbers as strong as hits
MT1-MMP act inh – blocks activation of human MT1-MMP; P50281; HT1080 RFP-PRO-GFP cells, GFP/RFP ratio fluorescence, overnight; percent of plate control window, DMSO zero; GFP/RFP ratio change, % at 20 µM; actives 0.061% (n = 360,000); AID 651647;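 active means GFP/RFP ratio change of at least 30% with cell ATP level not reduced by more than half and red fluorescence within 50% of control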; further: strong numbers were not always called active
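Assay system – RFP-PRO-GFP reporter HT1080 cells · Compound dosing – single dose of 20 µM compound, 1% DMSO final · Incubation – overnight compound exposure at 37 °C · Measure – GFP/RFP fluorescence ratio · Benchmarks – DMSO wells and RFP-L50D-GFP cells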
FAS TE block – inhibitors of human fatty acid synthase thioesterase domain; AID 602261; P49327; actives 0.67% (n = 360,000); inhibition, % at 15 µM; recombinant FAS-TE, OMFH fluorogenic substrate, fluorescence endpoint;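 active means compounds whose normalised, plate-corrected inhibition of enzyme fluorescence in the single-dose primary screen is 50% or more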;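 further: 0% = DMSO with enzyme and 100% = substrate without enzyme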
Rin1-Abl PPI inh – inhibitors of human Rin1-Abl protein interaction; TR-FRET Rin1/Abl binding, biochemical; inhibition, % at 7.35 µM; actives 0.4% (n = 360,000); AID 588664; in the data active means inhibition above about 5%, passing the limit was not always enough
Active calls of the source: *; i = inactive; . = not tested or not shown.

SMILES | MLLE-PAM2 inh | NRP1-CendR mod | MsrA act | E coli Lon inh | Neddyl block | SKN-1 block | MT1-MMP act inh | FAS TE block | Rin1-Abl PPI inh
O=C(CC(=O)N/N=C/c1cccs1)NCc1ccccc1 | 3 | -5 | 7 | -11 | i | 5 | -4 | -2 | 0
Nc1nnc(SCC(=O)Nc2ccc(S(=O)(=O)N3CCOCC3)cc2)s1 | -105 | -11 | -2 | -5 | i | 12 | -3 | -9 | 1
COc1ccc(C(=O)C(C)Oc2cccc(NC(=O)c3cccc([N+](=O)[O-])c3)c2)cc1 (centres undefined) | 1 | -7 | -4 | 2 | i | 18 | 6 | 35 | 0
COc1ccc(-c2cccc(NS(=O)(=O)c3cc([N+](=O)[O-])ccc3Cl)c2)nn1 | 18 | -8 | 5 | 2 | i | 9 | 0 | 12 | -1
CCCCNC(=O)c1nc(-c2ccncc2)oc1-c1ccccc1 | -16 | 4 | -1 | -7 | . | 5 | 1 | 2 | 2
CS(=O)(=O)N1CCCC(C(=O)NCCc2ccc(Cl)cc2)C1 (centres undefined) | 2 | 7 | -8 | 2 | i | 3 | 1 | -9 | 5
CCOc1cc(Cl)c(NC(=O)c2ccco2)cc1OCC | -6 | 7 | -9 | 7 | i | 0 | 5 | -4 | -2
CCC(Sc1nnc(-c2ccco2)n1C)C(=O)Nc1nnc(C)s1 (centres undefined) | 2 | 2 | -3 | 1 | i | -1 | 0 | -3 | 1
CC1=C(C(=O)OCC2CCCO2)C(c2ccccc2OC(C)C)C2=C(CC(c3ccco3)CC2=O)N1 (centres undefined) | 6 | -11 | -3 | 7 | . | 40* | -3 | 5 | -1
CC1CCCN(CC(O)COCC2COc3ccccc3O2)C1 (centres undefined) | -2 | 4 | -2 | -5 | i | -21 | 0 | -8 | 1
O=C(CCS(=O)(=O)c1ccc(Br)cc1)N1CCN(c2ccccc2F)CC1 | 4 | -6 | -6 | -10 | i | 25 | 1 | 4 | 1
COC(=O)Cc1ccc(NC(=S)N2CCN(CCO)CC2)cc1 | -3 | -17 | -9 | 5 | i | -11 | -3 | -3 | -4
N#CC1(NC(=O)CSc2nnc(Nc3ccccc3F)s2)CCCC1 | -57 | 5 | -4 | -15 | i | -11 | -1 | -9 | 0
Cc1nn(CC(=O)c2ccccc2)c(=O)c2nn(-c3ccccc3F)c(C)c12 | 14 | -11 | -9 | 3 | i | -7 | 0 | 1 | 0
O=C(c1cccc(S(=O)(=O)N2CCOCC2)c1)N1CCCC1 | 1 | 4 | -5 | -2 | i | 10 | -2 | -4 | 1
CCCCNc1c(-c2ccc(-c3cccc(Cl)c3)cc2)nc2ccc(Cl)cn12 | -57 | -22 | -2 | -28 | . | 2 | 0 | 28 | 0
O=C1c2ccccc2C(=O)N1Cc1nn2c(-c3ccc(Cl)cc3)nnc2s1 | -23 | -1 | -15 | -9 | i | -23 | . | -1 | 4
Clc1nc(-c2cccnc2)nc2scc(-c3ccccc3)c12 | -19 | -10 | -12 | -4 | i | 1 | -9 | 28 | 0
CCCC[n+]1ccn(-c2nc3ccccc3nc2[N-]S(=O)(=O)c2ccc(Cl)cc2)c1 | -2 | -8 | -4 | -5 | i | -1 | 0 | 5 | -4
COc1ccc(N2CCC(CNC(=O)Nc3ccc(OC)cc3OC)C2)cc1 (centres undefined) | -16 | 18 | -2 | 0 | i | 11 | -3 | -5 | -1
CCOC(=O)Cc1cc(=O)[nH]c(/N=C(\N)Nc2ccc(C)cc2C)n1 | -7 | -5 | -1 | 1 | i | 6 | -7 | -11 | -6
CCCN1CCC(C)(C(=O)Nc2ccccc2Oc2ccccc2)C1 (centres undefined) | -14 | 6 | 2 | -5 | i | -2 | 4 | -4 | -5
COc1cc(NC(C)CCCN)c2nc(C)ccc2c1Oc1ccc(F)cc1 (centres undefined) | -38 | -36 | -1 | -30 | i | 30 | -4 | -19 | 1
O=C(NCC1CCN(Cc2ccc(F)cc2)CC1)Nc1cc(F)ccc1F | -9 | 1 | -4 | 7 | i | 17 | -1 | -4 | -2
O=C(O)CSCC(=O)Nc1cccc2ccccc12 | 2 | 4 | -4 | -8 | i | 7 | 4 | -9 | -1
Cc1c(CCOC(=O)c2cc([N+](=O)[O-])cc([N+](=O)[O-])c2)sc[n+]1CCCCS(=O)(=O)[O-] | -6 | -10 | 0 | 7 | i | -16 | -1 | -5 | 3
Cc1ccccc1NC(=S)c1ccc2ccccc2n1 | 18 | -64 | -6 | 4 | i | 11 | 0 | 15 | 8
CC1(C)NC(=O)N(CCOCCOc2cccc(Oc3ccccc3)c2)C1=O | 5 | -2 | -1 | -4 | i | -12 | 1 | -1 | -4
Cc1ccnc(NS(=O)(=O)c2ccc(Oc3ccccc3)cc2)c1 | -12 | 0 | -3 | -3 | i | -5 | 4 | -3 | -2
CCC/C=N/Nc1nc2ccccc2s1 | 10 | 0 | 5 | -1 | i | 6 | -1 | 2 | 1
CCN(CC)CCn1nc2c3c(cccc3c1=O)-c1ccccc1-2 | 7 | 2 | -1 | -5 | i | 3 | 4 | -6 | -9
O=C(COC(=O)CCC(=O)c1cccs1)Nc1ccc(Cl)cn1 | -12 | -6 | -11 | 0 | i | -3 | -4 | -2 | -1
Cc1cc(C)cc(C(O)c2ncc(-c3ccccc3Cl)[nH]2)c1 (centres undefined) | 4 | -4 | -9 | -17 | i | 4 | 5 | 1 | -2
Cc1cc(C)cc(C(=O)NC(CC(N)=O)c2ccc(N3CCN(C)CC3)c([N+](=O)[O-])c2)c1 (centres undefined) | 6 | -2 | 1 | 4 | i | 2 | 5 | -10 | -3
Cc1ccc(C2NS(=O)(=O)N=C2N)cc1 (centres undefined) | -2 | 3 | -7 | 1 | i | -4 | 5 | -8 | -1
Cc1ccc(C(=O)CSc2nnc(-c3ccccc3)o2)cc1 | -12 | 10 | 0 | 16 | i | 5 | 4 | -3 | 1
COc1ccccc1NC(=O)c1ccc2snnc2c1 | 16 | 14 | -3 | -10 | i | -6 | -4 | -1 | -4
COc1ccc(S(=O)(=O)N(CC(=O)Nc2cccnc2)c2ccccc2OC)cc1 | 8 | 3 | -3 | -10 | i | 4 | -3 | 0 | 0
CCc1ccc(OCC(=O)N2CCN=C2c2ccccc2)cc1 | -4 | -5 | -3 | 5 | i | 8 | 11 | -3 | 0
CCCCNC(=O)N1CCN(c2ccccc2OC)CC1 | -6 | -2 | -7 | 5 | i | -10 | 0 | -11 | 3
COc1ccccc1-c1coc2c(CN3C(C)CCCC3C)c(O)ccc2c1=O (centres undefined) | -6 | -18 | -5 | -12 | . | -14 | 2 | -4 | 0
CCCCNC(=O)CCn1nc(-c2ccc(C)cc2)c2ccccc2c1=O | -4 | -1 | -1 | -5 | i | 3 | -4 | 3 | 0
COC(=O)c1nc(NC(=O)c2ccc(Cl)cc2)n[nH]1 | 9 | -6 | -3 | 5 | i | 0 | 3 | 20 | 2
Cc1ccc(NC(=O)CN2C(=O)NC(Cc3ccccc3)C2=O)c(Br)c1 (centres undefined) | 6 | 7 | -2 | -1 | i | -4 | 5 | 0 | 2
O=C(Nc1ccccc1N1CCOCC1)c1ccc(F)c(S(=O)(=O)N2CCOCC2)c1 | 10 | 11 | -4 | -8 | i | -2 | -3 | 0 | 2
C=CCSc1ncccc1C(=O)NCCc1ccc(Cl)cc1 | -1 | 8 | -3 | -1 | i | 22 | -3 | 8 | -1
O=C(N1CCOCC1)C12CC3CC(C1)CC(C(=O)N1CCOCC1)(C3)C2 | 2 | 9 | -2 | -3 | i | 4 | 2 | -6 | -1
CC(=O)C(C(c1ccccc1)N1CCOCC1)N1CCOCC1 (centres undefined) | -7 | 7 | -5 | -15 | i | -12 | 3 | -9 | 2
CCOc1ccc(-n2nnc3c(=O)n(C/C=C/c4ccccc4)cnc32)cc1 | 8 | 2 | -1 | -8 | i | -3 | 2 | -36 | 1
Cc1ccc(/C=C2\CCC3=C2OC(N)=C(C#N)C3c2ccc(C)cc2)cc1 (centres undefined) | 120 | 125 | -2 | -353 | i | 35* | -172 | -72 | 0
CC1(C)CC(=O)C2=C(C1)NC(=O)CC2c1cccc(F)c1 (centres undefined) | 5 | 8 | -4 | 2 | i | -1 | 0 | -1 | -2
CC(C)(C)C1CCc2c(sc(N)c2C(N)=O)C1 (centres undefined) | -52 | -14 | -4 | -7 | i | 23 | -8 | -4 | 1
CC(=O)OC[C@H]1O[C@@H](Sc2cccc3cccnc23)[C@H](OC(C)=O)[C@@H](OC(C)=O)[C@@H]1OC(C)=O | -5 | -5 | -8 | 10 | . | -8 | 9 | -6 | 0
COCCNC(=O)C1(C)CCCN(Cc2cc(-c3ccccc3)n(C)n2)C1 (centres undefined) | -6 | -9 | -5 | -4 | i | 5 | 1 | -5 | -3
CCn1c(C)c(C(C)=O)c(N2CCN(c3ccccn3)CC2)nc1=S | 17 | -4 | -5 | 0 | i | 12 | -3 | -5 | -1
Cc1ccc(S(=O)(=O)NCC(=O)N/N=C/c2ccc(Cl)cc2Cl)cc1 | 6 | -11 | -2 | -6 | i | 1 | 2 | 15 | -2
O=C(O)c1ccccc1C(=O)c1cccs1 | 6 | -1 | 1 | -10 | i | 4 | -3 | -7 | 3
CC(C)COc1ccc(C(=O)NC(=S)Nc2ccc(CN3CCOCC3)cc2)cc1 | 33 | 10 | -3 | 5 | i | -7 | 4 | 1 | 4
O=C(CSc1nc2ccccc2c(=O)n1-c1ccc(F)cc1)NC1CC1 | -3 | -10 | -2 | 2 | i | -10 | 0 | -10 | 1
Cn1cnc([N+](=O)[O-])c1Sc1ccccc1 | 29 | -5 | -1 | 0 | i | -18 | 3 | -3 | 1
COc1cc(/C=C2\SC(=S)N(NC(=O)c3ccc(O)cc3)C2=O)ccc1O | -120 | -206 | -1 | -149 | i | 34 | 5 | -5 | 1
O=[N+]([O-])c1ccc(Nc2nc(N/N=C/c3cccc(F)c3)nc(N3CCCC3)n2)cc1 | 30 | 2 | -3 | 6 | i | 19 | -3 | 7 | -2

Entries shown so far containing an aryl thioether with sulfur outside any ring:
SMILES | MLLE-PAM2 inh | NRP1-CendR mod | MsrA act | E coli Lon inh | Neddyl block | SKN-1 block | MT1-MMP act inh | FAS TE block | Rin1-Abl PPI inh
Nc1nnc(SCC(=O)Nc2ccc(S(=O)(=O)N3CCOCC3)cc2)s1 | -105 | -11 | -2 | -5 | i | 12 | -3 | -9 | 1
CCC(Sc1nnc(-c2ccco2)n1C)C(=O)Nc1nnc(C)s1 (centres undefined) | 2 | 2 | -3 | 1 | i | -1 | 0 | -3 | 1
N#CC1(NC(=O)CSc2nnc(Nc3ccccc3F)s2)CCCC1 | -57 | 5 | -4 | -15 | i | -11 | -1 | -9 | 0
Cc1ccc(C(=O)CSc2nnc(-c3ccccc3)o2)cc1 | -12 | 10 | 0 | 16 | i | 5 | 4 | -3 | 1
C=CCSc1ncccc1C(=O)NCCc1ccc(Cl)cc1 | -1 | 8 | -3 | -1 | i | 22 | -3 | 8 | -1
CC(=O)OC[C@H]1O[C@@H](Sc2cccc3cccnc23)[C@H](OC(C)=O)[C@@H](OC(C)=O)[C@@H]1OC(C)=O | -5 | -5 | -8 | 10 | . | -8 | 9 | -6 | 0
O=C(CSc1nc2ccccc2c(=O)n1-c1ccc(F)cc1)NC1CC1 | -3 | -10 | -2 | 2 | i | -10 | 0 | -10 | 1
Cn1cnc([N+](=O)[O-])c1Sc1ccccc1 | 29 | -5 | -1 | 0 | i | -18 | 3 | -3 | 1

Source: PubChem
